Screening data (PubChem)
BAZ2B inh: blocks human BAZ2B | 360,000 tested, 4.4% active | AlphaScreen BAZ2B-H3K14Ac peptide displacement | Q9UIF8 | Potency, µM (top dose mostly 114 µM), inactives show at the highest dose activity change, negative = inhibition, actives largely listed as inhibitors; also: potency is read from the fitted curve at half-maximal effect; % is scaled to controls: 0 for no effect and ±100 for the full control effect; nearly all actives have a fitted effect of over 60% in size
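AlphaScreen displacement of biotin-H3(5-23)K14Ac peptide (50 nM final) from BAZ2B (50 nM final) in PBS pH 7.4, 0.01% Tween-20; complex preformed 30 min RT, then compounds (top 110 uM) 30 min RT, beads 20 min dark.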
Tb PGK inh: blocks T. brucei phosphoglycerate kinase; P07378; PGK/GAPDH coupled, Kinase-Glo luminescence, 60 min; Potency, µM (highest dose often 57.5 µM), inactives show top-dose activity change, negative = inhibition, actives largely listed as inhibitors; 380,000 tested, 0.043% active; also: potency is read from the fitted curve at half-maximal effect; % is scaled to controls: 0 for no effect and ±100 for the full control effect; nearly all actives have a fitted effect of over 60% in size
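Recombinant glycosomal PGK reaction used 1,3-bisphosphoglycerate generated in-well by GAPDH (100nM final) in 100mM TEA pH 7.6, 5mM MgCl2, 0.01% Tween-20. After 60 minutes at room temperature, ATP was read by Kinase-Glo Plus luminescence end-point.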
GLS inh: blocks human kidney-isoform glutaminase activity; O94925; GLS enzymatic activity, qHTS titration; Potency, µM (highest dose often 45.5 µM), for the others: at the highest dose activity change, negative = inhibition, hits mostly inhibitors; 410,000 tested, 0.21% active; AID 624170; also: potency is read from the fitted curve at half-maximal effect; % is scaled to controls: 0 for no effect and ±100 for the full control effect
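Compounds were pin-transferred onto hKGA, after which L-glutamine (1 mM solution) and a detection mix of glutamate oxidase, HRP and Amplex Red were added. Initial and 30 min RT fluorescence reads were collected.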
HP1b chromo inh: blocks HP1-beta chromodomain binding to methylated histone tails | P83916 | AlphaScreen HP1-beta / biotin-H3K9me3 peptide binding | 390,000 tested, 0.56% active | Potency, µM (highest dose often 114 µM), for the others: top-dose activity change, negative = inhibition, usual class: inhibitors; also: potency is read from the fitted curve at half-maximal effect; nearly all actives have a fitted effect of over 70% in size; inactives centre near 23
Target sequence (P83916 whole entry, looked up): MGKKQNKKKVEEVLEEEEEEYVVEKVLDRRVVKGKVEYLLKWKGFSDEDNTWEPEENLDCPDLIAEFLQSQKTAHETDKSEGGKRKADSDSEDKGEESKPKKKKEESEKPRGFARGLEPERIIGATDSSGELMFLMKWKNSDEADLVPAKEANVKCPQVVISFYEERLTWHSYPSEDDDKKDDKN
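HP1-beta protein (50 nM final) preincubated 30 min at room temperature with biotinylated H3(1-18)K9me3 peptide (50 nM) in PBS pH 7.4, 0.01% Tween-20, then compound added for 30 min. AlphaScreen streptavidin donor/nickel chelate acceptor beads (10 ug/mL final), 30 min dark, luminescence read.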
ERG Ets-DNA blk: ERG Ets/DNA interaction inhibition; P11308; fluorescence polarization, His-ERG Ets domain / labelled DNA; Potency, µM (titrated, usually from 76.9 µM), inactives show at the highest dose FP activity, negative = inhibition, usual class: inhibitors; 370,000 tested, 0.028% active; active = well fitted inhibition curve with a large enough effect in the polarisation, with a control signal flat; inconclusive = small, poorly fitted or top-dose-only effect, or effect the other way, or a change in a side signal; inactive = no such curve, though single readings can be large or run the other way; the % refers to the polarisation;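 also: polarization taken with two DNA probes labelled with fluorescein and Texas red; potency is read from the fitted curve at half-maximal effect; % of control where 0% means no effect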
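His-tagged ERG Ets domain (1 uM in the protein solution; 300mM KCl, 50mM Tris-HCl, 1mM EDTA, 1mM DTT, pH 7.5) received compound, then a probe mix of 5 nM fluorescein-DNA and 100nM Texas-615-DNA. Fluorescence polarization was read for both dyes.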
PI4K2A inh: inhibitors of human PI4K2A. Q9BTU6. purified PI4K2A, ADP-Glo luminescence, 1 h; hits give low values. activity change, negative = inhibition, % at 76.9 µM. 420,000 tested, 0.13% active. AID 1346378; in the data active = activity change below about -50%; inconclusive = mostly about -30% to -49%;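 also: -100% = wells without enzyme as full effect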
Target sequence (Q9BTU6 whole entry, looked up): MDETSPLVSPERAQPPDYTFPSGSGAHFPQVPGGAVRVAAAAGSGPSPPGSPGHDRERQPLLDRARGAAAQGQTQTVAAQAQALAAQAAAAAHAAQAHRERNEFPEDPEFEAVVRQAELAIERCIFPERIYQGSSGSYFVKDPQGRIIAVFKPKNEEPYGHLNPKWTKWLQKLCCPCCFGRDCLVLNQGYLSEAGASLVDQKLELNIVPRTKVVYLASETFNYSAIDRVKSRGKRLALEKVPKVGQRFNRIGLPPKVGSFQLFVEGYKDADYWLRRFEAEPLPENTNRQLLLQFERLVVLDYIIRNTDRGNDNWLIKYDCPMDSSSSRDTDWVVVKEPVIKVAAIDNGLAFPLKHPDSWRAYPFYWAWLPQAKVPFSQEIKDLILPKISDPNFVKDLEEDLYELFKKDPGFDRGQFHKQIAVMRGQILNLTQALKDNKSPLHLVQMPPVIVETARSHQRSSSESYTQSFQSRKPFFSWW
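Compounds are screened against recombinant PI4K2A using PI as substrate and ATP, the latter dispensed at 300 microM. Reactions run one hour at ambient temperature before ADP-Glo detection; full inhibition defined by wells lacking enzyme.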
JMJD2A Tudor: JMJD2A Tudor domain (human) inhibition; O75164; AlphaScreen JMJD2A-Tudor / H3K4me3 peptide binding; Potency, µM (top dose mostly 114 µM), for inactives: at the highest dose activity change, negative = inhibition, actives largely listed as inhibitors; 390,000 tested, 4.4% active; AID 504339; also: potency is read from the fitted curve at half-maximal effect; % is scaled to controls: 0 for no effect and ±100 for the full control effect; nearly all actives have a fitted effect of over 50% in size
G9a block: G9a (human) methyltransferase inhibition; Q96KQ7; G9a H3K9 monomethylation, AlphaScreen, 2 h; Potency, µM (highest dose often 102 µM), without a hit: top-dose activity, negative = inhibition, hits mostly inhibitors; 350,000 tested, 8.8% active; AID 504332; also: potency is read from the fitted curve at half-maximal effect; % is scaled to controls: 0 for no effect and ±100 for the full control effect; nearly all actives have a fitted effect of over 75% in size
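AlphaScreen read-out: biotin-H3K9 peptide (500 nM) methylation by 20 nM enzyme with 20 uM SAM, 2 h at room temperature after 15 min compound preincubation; anti-monomethyl H3K9 antibody plus donor/acceptor beads, 10 min dark.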
Pin1 inhibitor: human Pin1 inhibition | Pin1 FP peptide displacement, HiFluor488, 10 min | Potency, µM (series often up to 115 µM), for the others: at the highest dose activity, negative = inhibition, most hits filed as inhibitors | 390,000 tested, 0.009% active | AID 504891 | Q13526; active = well fitted inhibition curve with a large enough effect in the polarisation, with a control signal flat, not every such curve was filed as active; inconclusive = small, poorly fitted or top-dose-only effect, or effect the other way, or a change in a side signal; inactive = no such curve, though single readings can be large or run the other way; the % refers to the polarisation; also: potency is read from the fitted curve at half-maximal effect; % is scaled to controls: 0 for no effect and ±100 for the full control effect
Target sequence (Q13526 whole entry, looked up): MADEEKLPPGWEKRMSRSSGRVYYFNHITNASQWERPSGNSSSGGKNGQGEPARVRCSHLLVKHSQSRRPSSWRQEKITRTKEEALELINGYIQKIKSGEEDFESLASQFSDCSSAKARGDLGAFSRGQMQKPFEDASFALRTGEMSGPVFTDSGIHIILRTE
Starred values were filed as active, the others as inactive; i = inactive; ? = inconclusive; . = not tested or not shown; [ ] = dose if it differs, or a comment. Unless noted, calls follow the shape of the dose curve; as a rule, active = well fitted curve in the direction sought with a large enough effect; inconclusive = small, poorly fitted or top-dose-only effect, or another doubt; inactive = no such curve, though single readings can be large; an effect the other way counts as inactive or inconclusive.

BAZ2B inh | Tb PGK inh | GLS inh | HP1b chromo inh | ERG Ets-DNA blk | PI4K2A inh | JMJD2A Tudor | G9a block | Pin1 inhibitor | canonical_smiles
0% | i | -4% | 62%[activator] | 10% | 0 | -4% | -9% | 0% | CCCCc1n(CC(=O)c2ccc(Cl)cc2)c2ccccc2[n+]1C
-1% | 6% | 9% | 35% | -4% | -5 | 9% | -49%[59 µM] | -6% | Cn1c(Cc2cccs2)nnc1SCC(=O)N1CCCc2ccccc21
-10% | 0% | 18% | 28% | -4% | 2 | -21% | -17% | -4% | COc1cc(-c2nnc(-c3ccc(S(=O)(=O)c4ccccc4)cc3)o2)cc(OC)c1OC
-16% | -1% | 1% | 21% | 1% | 8 | 3% | 13% | 1% | COc1cccc(CN2CCN(Cc3nc(C(C)C)cs3)CC2CCO)c1 (centres undefined)
-27% | -3% | -2% | 5% | -2% | -1 | -20% | -13% | -5% | COc1ccccc1NC(=O)c1cc([N+](=O)[O-])ccc1N1CCOCC1
17% | 7% | 8% | 22% | 4% | -3 | -17% | 43%[0.0925 µM] | -1% | CSc1ccccc1OCc1cc(C(=O)N(C)CCc2c(C)n[nH]c2C)no1
-12% | 9% | -18% | 11% | -1% | 26 | -12% | -45%[12.7 µM] | 0% | CNC(=O)/C(C#N)=C/c1cccc(Oc2ccccc2)c1
-4% | 7% | 4% | 20% | -7% | 3 | -19% | 11% | -2% | CN=C(NC(=O)Nc1c(C)cccc1C)NC(=O)Nc1c(C)cccc1C
5% | 9% | 16% | 20% | 3% | -6 | -14% | 5%[59 µM] | -5% | CC1CCCC(NC(=O)C2c3ccccc3C(=O)N2Cc2cccs2)C1C (centres undefined)
-8% | 1% | 1% | 14% | 11% | 4 | -5% | 22% | 5% | Cc1ccc(N(CC(=O)NCc2ccc(F)cc2)C(=O)c2snc(C(N)=O)c2N)cc1C
0% | -6% | 6% | 8% | -7% | 3 | -6% | -14%[59 µM] | 0% | Cc1nn(-c2ccccc2)c2c1C(c1cccc([N+](=O)[O-])c1)N(c1ccccc1)C(=O)N2 (centres undefined)
1% | -9% | 3% | 13% | -4% | -9 | -7% | . | 0% | O=C(CSc1nc2ccccc2s1)NCC1CCCO1 (centres undefined)
-1% | -9% | 15% | 9% | 1% | 0 | -8% | 8%[59 µM] | 1% | CCOC(=O)c1sc(=S)n(CC)c1NC(=O)C1CC1
9% | 5% | 3% | 22% | -4% | -1 | -11% | 1% | -8% | CC1CCCCC1NC(=O)c1ccco1 (centres undefined)
7% | -3% | 20% | 23% | -3% | 1 | -1% | -6%[59 µM] | -2% | Cc1ccccc1N(CC(=O)Nc1ccc(F)cc1)S(C)(=O)=O
2% | -9% | 0% | 39% | 0% | -4 | -4% | 3%[59 µM] | -3% | CCOc1ccccc1NC(=O)N1CC(C)Oc2ccc(Cl)cc21 (centres undefined)
. | -10% | 8% | 19% | . | -1 | 2% | 3%[59 µM] | -10% | COC(=O)CC1=C(C)C(=O)CC2C(C)(C)CCCC12C (centres undefined)
-37% | 4% | 22% | 5% | -4% | 1 | -29% | 40µM* | 2% | O=C(O)c1ccccc1/C=N/N1CCN(C2c3ccccc3-c3ccccc32)CC1
-3% | 0% | -3% | 45%[activator] | 1% | -3 | -1% | -5% | 0% | CC(C)CC(=O)Nc1nnc(SCC(=O)Nc2ccc(F)cc2)s1
-13% | 6% | 6.3µM* | 16% | 6% | -1 | ? | . | -4% | Cc1cccc(C(=O)NNS(=O)(=O)c2ccccc2)c1O
2% | 1% | 3% | 52%[activator] | -8% | -2 | -14% | 12% | -1% | CN1C(=O)c2cccc(NC(=O)Cc3ccccc3)c2C1=O
. | -3% | 11% | 7% | 1% | -8 | ? | . | 13% | COc1cc(OC)cc(C(=O)NNC(=O)Cc2cccs2)c1
-2% | -1% | -3% | 21% | -6% | 3 | -8% | 4% | 0% | COc1ccccc1OCCCCn1ncc2ccc(OC)c(OC)c2c1=O
-5% | -8% | 0% | 39% | 7% | -1 | -17% | ? | 2% | N#Cc1ccccc1NCC(=O)N1CCN(S(=O)(=O)c2ccccc2)CC1
-4% | -5% | 2% | 34% | 13% | 0 | -23% | -1% | 3% | CCOc1ccccc1CN1CCN(Cc2c[nH]c3ccccc23)CC1CCO (centres undefined)
0% | 9% | 3% | 32% | 7% | 2 | -2% | -1% | -9% | Cc1cc(NC(=O)C2Oc3ccccc3OC2C)no1 (centres undefined)
-30% | -19% | 11% | 5% | -2% | 1 | -29% | ? | 1% | O=c1cc(-c2ccc(O)cc2)oc2c(C3OCC(O)C(O)C3O)c(O)c(C3OC(CO)C(O)C(O)C3O)c(O)c12 (centres undefined)
2% | 3% | 1% | 28% | 3% | -2 | -5% | 6%[59 µM] | 10% | O=C1[C@@H]2[C@@H]3C[C@@H]([C@H]4ON=C(c5ccc(OCc6ccccc6)cc5)[C@@H]34)[C@@H]2C(=O)N1c1ccc2c(c1)OCO2
-10%[57.1 µM] | 2% | 21% | 11% | 7% | -6 | -25% | 36% | -1% | O=S(=O)(NC1CCCCC1N1CCN(c2ccccc2F)CC1)c1ccccc1 (centres undefined)
3% | i | -3% | 19% | -15% | 0 | -6% | -3%[59 µM] | 8% | COc1cccc(OC)c1C(=O)Nc1ccc(-c2nc3ncccc3o2)cc1

Shown as a hit in G9a block, among the entries above:
BAZ2B inh | Tb PGK inh | GLS inh | HP1b chromo inh | ERG Ets-DNA blk | PI4K2A inh | JMJD2A Tudor | G9a block | Pin1 inhibitor | canonical_smiles
-37% | 4% | 22% | 5% | -4% | 1 | -29% | 40µM* | 2% | O=C(O)c1ccccc1/C=N/N1CCN(C2c3ccccc3-c3ccccc32)CC1

Reprinted at random: five entries already listed.
BAZ2B inh | Tb PGK inh | GLS inh | HP1b chromo inh | ERG Ets-DNA blk | PI4K2A inh | JMJD2A Tudor | G9a block | Pin1 inhibitor | canonical_smiles
0% | 9% | 3% | 32% | 7% | 2 | -2% | -1% | -9% | Cc1cc(NC(=O)C2Oc3ccccc3OC2C)no1 (centres undefined)
2% | 3% | 1% | 28% | 3% | -2 | -5% | 6%[59 µM] | 10% | O=C1[C@@H]2[C@@H]3C[C@@H]([C@H]4ON=C(c5ccc(OCc6ccccc6)cc5)[C@@H]34)[C@@H]2C(=O)N1c1ccc2c(c1)OCO2
-10%[57.1 µM] | 2% | 21% | 11% | 7% | -6 | -25% | 36% | -1% | O=S(=O)(NC1CCCCC1N1CCN(c2ccccc2F)CC1)c1ccccc1 (centres undefined)
. | -10% | 8% | 19% | . | -1 | 2% | 3%[59 µM] | -10% | COC(=O)CC1=C(C)C(=O)CC2C(C)(C)CCCC12C (centres undefined)
-5% | -8% | 0% | 39% | 7% | -1 | -17% | ? | 2% | N#Cc1ccccc1NCC(=O)N1CCN(S(=O)(=O)c2ccccc2)CC1

Later entries.
BAZ2B inh | Tb PGK inh | GLS inh | HP1b chromo inh | ERG Ets-DNA blk | PI4K2A inh | JMJD2A Tudor | G9a block | Pin1 inhibitor | canonical_smiles
-6% | -5% | 2% | 33%[activator] | -11% | 4 | -4% | ? | 2% | Cc1cc(C)c(S(=O)(=O)N(CC(=O)O)C2CCCCC2)c(C)c1
8% | -9% | 8% | 29% | -1% | -21 | -17% | 20%[0.501 µM] | 3% | COc1ccc(Cl)cc1C(=O)NNC(=O)c1csc(N2CCOCC2)n1
-20% | -4% | 0% | 38% | -12% | -2 | -15%[57.1 µM] | 2% | -3% | CN(C)c1cnn(-c2ccccc2)c(=O)c1Cl
-28% | -6% | 21% | 20% | 0% | 2 | -8% | 50µM* | 0% | Oc1ccc2c(ccc3[nH]cnc32)c1
-1% | 0% | 12% | 12% | -1% | 7 | -8% | -44%[59 µM] | 9% | Cc1ccc(-n2c(SCC(=O)NCc3ccco3)nc3sc(C)c(C)c3c2=O)cc1
-21% | 8% | -1% | 43%[activator] | -7% | 0 | 8% | 48% | 1% | COc1ccc(CNC(=O)C2CCCN2C(=O)NCc2ccccc2)cc1 (centres undefined)
5% | -9% | -6% | 98%[activator] | -3% | 2 | -17% | -6%[12.7 µM] | -13% | COc1ccccc1N1Cc2ccc(OC)c(OC)c2C1=O
-1% | 0% | -10% | 28% | 4% | -4 | -5% | -4%[59 µM] | 70%[activator] | O=C(CCCCn1c(=O)c2ccccc2n(Cc2ccc(Cl)cc2)c1=O)NCc1ccccc1Cl
-5% | -4% | 6% | 17% | -1% | -2 | -5% | -11%[59 µM] | 7% | COc1ccc(N(C(=O)c2ccc(S(=O)(=O)N3CCOCC3)cc2)C2C=CS(=O)(=O)C2)cc1 (centres undefined)
-4% | 4% | -5% | 1% | -5% | -1 | -24% | -23% | 14% | Cc1cccn2c(=O)c(/C=C(\C#N)C(=O)NC3CCS(=O)(=O)C3)c(Oc3ccc(F)cc3)nc12 (centres undefined)
? | i | 3% | 19% | 10% | -6 | ? | -4%[59 µM] | 31%[activator] | Cc1ccc(NC(=O)c2nc(S(C)(=O)=O)ncc2N(Cc2ccco2)Cc2cccs2)c(C)c1
4% | i | 4% | 17% | 2% | -2 | -9% | 24%[12.7 µM] | 43%[activator] | Cc1cc(Cl)cc(Cl)c1OCCOc1cccc2cccnc12
-14% | -1% | -18% | 36% | -1% | -1 | -18% | ? | -12% | COC(=O)C1=C(N)Oc2cc(C)[nH]c(=O)c2C1c1ccccc1OC (centres undefined)
? | 0% | -1% | 12% | 0% | 1 | -36% | . | 4% | O=[N+]([O-])c1cc2c(cc1Br)CCN2
